# Chronic BCR inh – chronic active BCR signaling inhibition; ABC-DLBCL IkBa-CBG/CBR reporter, luminescence ratio, 4 h; Potency, µM (titrated, usually from 46.1 µM), for inactives: at the highest dose ratio change, negative = lower green/red ratio, actives largely listed as inhibitors; 0.05% of 340,000 active; active = well fitted inhibition curve with a large enough effect in the signal ratio, with a control signal flat, not every such curve was filed as active; inconclusive = small, poorly fitted or top-dose-only effect, or effect the other way, or a change in a side signal; the % refers to the signal ratio;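 also: potency is read from the fitted curve at half-maximal effect; plate controls were basal doxycycline-induced cells for no effect and cells given 10 µM MG132 for full effect; MG132 reads +100%, hits lower the ratio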
#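 Cell line TMD8 (human ABC DLBCL), stably expressing tet-inducible CBG68-IkBa fusion and CBR; IMDM/0.5% FBS; cpd up to 46 uM; dox induction, 4 h, 37C/5% CO2; dual luminescence; green/red ratio; MG132 control.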
# ASM inhibitor – inhibitors of human secretory acid sphingomyelinase; P17405; placental ASM, HMU-PC fluorogenic substrate, 60 min; Potency, µM (highest dose often 57.5 µM), inactives show at the top dose activity change, negative = inhibition, usual class: inhibitors; 0.006% of 340,000 active; also: potency is read from the fitted curve at half-maximal effect
#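 Fluorescence read-out (Ex 386 nm, Em 447 nm) after stopping the reaction at pH 10. Enzyme: ASM from human placenta; substrate HMU-PC0, 9 uM final; 60 min, 37 °C. Compound preincubation 10 min, ambient temperature.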
# Menin-MLL TR inh – displaces Texas Red mutant MLL peptide from human menin. O00255. Menin + Texas Red MLL mutant peptide, fluorescence polarization. Potency, µM (titrated, usually from 61.6 µM), for inactives: at the top dose FP activity change, negative = inhibition, actives largely listed as inhibitors. 0.23% of 270,000 active. AID 1768; active = well fitted inhibition curve with a large enough effect in the polarisation, with a control signal flat, not every such curve was filed as active; inconclusive = small, poorly fitted or top-dose-only effect, or effect the other way, or a change in a side signal; inactive = no such curve, though single readings can be large or run the other way; the % refers to the polarisation; also: potency is read from the fitted curve at half-maximal effect; % of control where 0% means no effect; many of its hits are not listed in these tables
# a7 integrin act – activates integrin-mediated alleviation for muscular dystrophy; alpha7betagal myoblasts, beta-gal FDG fluorescence, 48 h; Potency, µM (highest dose often 38.3 µM), inactives show at the highest dose activation, most hits filed as activators; 0.064% of 350,000 active; AID 624291;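 also: potency is read from the fitted curve at half-maximal effect; 100% = response of the positive control SU9516; nearly all actives have a fitted effect of over 60% in size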
#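 Alpha7betagal+/- myoblasts (passage 13) were plated 16-24 hr, then exposed to compounds (1:260 dilution of DMSO stock) for 48 hours at 37C. After MPER lysis, β-galactosidase reporter activity was read as FDG fluorescence (ex 480/em 540) after 30 minutes.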
# TSG101-PTAP inh – blocks PTAP/TSG101 interaction to inhibit HIV-1 budding | Q99816 | Fluorescence polarization, FITC-PTAP peptide / Tsg101 binding | Potency, µM (titrated, usually from 115 µM), without a hit: top-dose activity change, negative = inhibition, most hits filed as inhibitors | 340,000 tested, under 10 active | AID 493005; active = well fitted inhibition curve with a large enough effect in the main read-out, with a control signal flat, not every such curve was filed as active; inconclusive = small, poorly fitted or top-dose-only effect, or effect the other way, or a change in a side signal; inactive = no such curve, though single readings can be large or run the other way; also: potency is read from the fitted curve at half-maximal effect; % of control where 0% means no effect
#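 Tsg101 binding domain (10 uM final) was mixed with compound and a FITC-labeled PTAP peptide (50 nM final) in HEPES pH 7.5 buffer with NaCl, Tween 20, EDTA and TCEP; fluorescence polarization was read after 20 min at r.t.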
# Tb PFK inh – T. brucei PFK enzyme inhibition | O15648 | Potency, µM (highest dose often 57.5 µM), for the others: top-dose activity, negative = inhibition, usual class: inhibitors | T. brucei PFK, ADP-Glo luminescence | 0.17% of 330,000 active;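 also: potency is read from the fitted curve at half-maximal effect; 0% = uninhibited 1x PFK enzyme wells and -100% = no-enzyme wells; nearly all actives have a fitted effect of over 60% in size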
# Target sequence (O15648 whole entry, looked up): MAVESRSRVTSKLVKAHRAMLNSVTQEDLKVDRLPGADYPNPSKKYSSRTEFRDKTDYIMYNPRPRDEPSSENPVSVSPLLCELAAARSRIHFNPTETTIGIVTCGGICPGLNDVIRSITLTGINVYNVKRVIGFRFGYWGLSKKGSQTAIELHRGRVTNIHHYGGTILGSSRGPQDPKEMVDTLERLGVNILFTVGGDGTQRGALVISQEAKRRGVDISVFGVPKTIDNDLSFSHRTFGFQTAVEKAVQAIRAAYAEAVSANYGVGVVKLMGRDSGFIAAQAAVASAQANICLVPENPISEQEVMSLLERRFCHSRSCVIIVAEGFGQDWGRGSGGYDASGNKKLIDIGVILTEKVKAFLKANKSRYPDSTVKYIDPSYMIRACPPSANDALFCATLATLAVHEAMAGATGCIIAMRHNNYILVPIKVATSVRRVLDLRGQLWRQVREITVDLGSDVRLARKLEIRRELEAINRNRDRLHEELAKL
#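 Luminescent ADP detection (ADP-Glo, two-step: ATP depletion then ADP-to-ATP conversion for luciferase) reported PFK activity after 45 min room-temperature reaction of 1.25 nM enzyme with 0.5 mM F6P and 0.1 mM ATP at pH 8.0.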
# PKM2 act – PKM2 (human) enzyme activation. P14618. purified PKM2, Kinase-Glo ATP luminescence, activation; response scale: 0% is enzyme alone, no compound. Potency, µM (series often up to 57.5 µM), for inactives: at the top dose activation, hits mostly activators. 0.34% of 260,000 active. AID 1631; also: potency is read from the fitted curve at half-maximal effect; % is scaled to controls: 0 for no effect and ±100 for the full control effect; nearly all actives have a fitted effect of over 55% in size
#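 Purified hPK-M2 (>95%) run at intermediate activity with 0.1 mM ADP and 0.5 mM PEP in 50 mM imidazole pH 7.2, KCl, MgCl2; 1 h room temperature. ATP formed read by Kinase-Glo luminescence; normalized to uninhibited and no-enzyme controls.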
# Giardia kill – Giardia lamblia killing. Giardia lamblia trophozoite viability. activity change, % at 7.66 µM, hits read low. 0.15% of 340,000 active; in the data active = activity change below about -80%; inconclusive = between about -30% and that limit;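 also: parasites exposed to compound for two days anaerobically before the ATP read; % is scaled to controls: 0 for no effect and ±100 for the full control effect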
#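 Luminescent ATP signal served as the viability read-out, measured 15-30 min after adding ATP detection reagent to trophozoites that had been incubated with compounds for 48 hrs at 37 deg C anaerobically at 100 cells/well.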
# B2AR arrestin – beta2AR (human) beta-arrestin recruitment activity; P07550; beta-arrestin recruitment to beta2AR, cell-based reporter; Potency, µM (series often up to 46.1 µM), inactives show at the top dose activation, most hits filed as activators; 0.02% of 330,000 active; AID 492947;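 also: potency is read from the fitted curve at half-maximal effect; 0% = DMSO controls and full agonism = EC100 isoproterenol or metaproterenol; nearly all actives have a fitted effect of over 65% in size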
# FBPA coupling cs – inhibits coupling enzyme system, counter-screen for aldolase hits; coupling enzyme system counterscreen, AmpLite Red fluorescence; activity change, negative = inhibition, % at 58.2 µM, hits read low; 0.67% of 290,000 active; in the data active = activity change below about -30%; also: % is scaled to controls: 0 for no effect and ±100 for the full control effect
#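 Activity here indicates interference with the coupling reaction, not aldolase inhibition. Compounds at 57.5 uM final met coupling enzymes for 10 min at RT; substrate and AmpLite Red detection followed, with a 525/598 nm fluorescence read after 20 min.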
# GALK inh – inhibitors of human galactokinase. AID 1868. 0.007% of 270,000 active. Potency, µM (top dose mostly 57.5 µM), without a hit: at the top dose activity change, negative = inhibition, usual class: inhibitors. P51570. Purified GALK, Kinase-Glo residual ATP luminescence; also: potency is read from the fitted curve at half-maximal effect; % is scaled to controls: 0 for no effect and ±100 for the full control effect
# Target sequence (P51570 whole entry, looked up): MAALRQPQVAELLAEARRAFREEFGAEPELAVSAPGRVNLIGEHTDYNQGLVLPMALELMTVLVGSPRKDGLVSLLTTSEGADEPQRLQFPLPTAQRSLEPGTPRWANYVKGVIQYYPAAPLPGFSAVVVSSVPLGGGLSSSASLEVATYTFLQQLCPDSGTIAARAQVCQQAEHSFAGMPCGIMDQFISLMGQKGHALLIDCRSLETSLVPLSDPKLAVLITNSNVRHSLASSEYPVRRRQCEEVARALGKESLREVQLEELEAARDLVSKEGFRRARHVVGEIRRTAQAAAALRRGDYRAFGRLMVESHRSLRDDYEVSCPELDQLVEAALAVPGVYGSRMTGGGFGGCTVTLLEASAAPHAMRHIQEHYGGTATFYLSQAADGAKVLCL
#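 5 nM enzyme, 35 uM ATP, 100 uM galactose, 20 mM HEPES pH8.0, 5 mM MgCl2; 1 h RT; residual ATP by Kinase-Glo Plus luminescence, qHTS format.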
# The depositor's hits bear a star; ? = inconclusive; . = not tested or not shown; [ ] = dose if it differs, or a comment. Unless noted, calls follow the shape of the dose curve; as a rule, active = well fitted curve in the direction sought with a large enough effect; inconclusive = small, poorly fitted or top-dose-only effect, or another doubt; inactive = no such curve, though single readings can be large; an effect the other way counts as inactive or inconclusive. The list is partial (hit frequency here may not be typical).
SMILES,Chronic BCR inh,ASM inhibitor,Menin-MLL TR inh,a7 integrin act,TSG101-PTAP inh,Tb PFK inh,PKM2 act,Giardia kill,B2AR arrestin,FBPA coupling cs,GALK inh
COc1cccc(CN2c3ccc(Br)cc3C(=O)CS2(=O)=O)c1,?,-7%,.,11%,2%,6%,.,23,0.2%,.,.
O=C(CNC(=O)c1cccc([N+](=O)[O-])c1)OCCCC(=O)c1ccc(F)cc1,-3%,-3%,.,-21%,-2%,1%,.,9,-0.2%,.,.
Cc1ccc(C)c(S(=O)(=O)N2CCCC2CNC(=O)C(=O)NCc2ccco2)c1 (centres undefined),-5%,-1%,.,10%,0%,1%,.,-8,0.2%,.,.
C=C(C)c1cccc(C(C)(C)NC(=O)N2CCN(c3ccc(OC)cc3)CC2)c1,-2%,-3%,-19%,-9%,-1%,-11%,-4%,-8,-1.0%,1,1%
COc1cc(/C=C(\C(=O)O)c2ccc(S(=O)(=O)N3CCCC3)s2)cc(OC)c1,-4%,.,.,-14%,-3%,-24%,.,8,-0.1%,.,.
O=C(COC(=O)/C=C/c1ccco1)Nc1ccc(F)cc1Cl,11%,0%,15%,-6%,-1%,-6%,-19%,-15,-0.1%,1,11%
CCOC(=O)C(C(=O)OCC)N(C#N)c1nc(OC)nc(N(C)C)n1,1%,3%,.,6%,-2%,1%,5%,-3,0.0%,1,0%
Fc1cccc(Cc2noc(CN3CCC(c4ccncc4)CC3)n2)c1,30%,1%,-6%,6%,0%,-5%,-3%,22,-0.6%,2,1%
COc1ccc(OC)c(S(=O)(=O)N(C)CC(=O)N2CCN(c3ccccc3F)CC2)c1,-1%,7%,-14%,-1%,-1%,-8%,-6%,-3,0.3%,-3,1%
O=C1C=C(c2cc(F)ccc2F)C[C@@H](c2ccc(Cl)cc2)C1,?,-6%,.,2%,-1%,3%,.,-4,0.1%,.,.
COc1ccc(CCNC(=O)CCCCCN2C(=O)c3ccccc3C2=O)cc1,?,2%,1%,32%,0%,1%,-1%,-1,-0.7%,3,6%
COc1ccc(C(=O)CSC2=C(C#N)C3(CCCCC3)C(C#N)=C(N)N2)cc1,0%,-10%,?,0%,-15%,1%,-1%,-14,-0.4%,1,0%
CC(=O)N1CCN(S(=O)(=O)c2cccc(C(=O)OCC(=O)NC(=O)c3cccn3C)c2)CC1,-1%,2%,1%,-1%,-5%,3%,-1%,7,-1.1%,7,1%
C=CCNc1cc(C(F)(F)F)nc(-c2ccccn2)n1,?,-6%,.,-11%,-4%,2%,1%,-8,-0.4%,2,-2%
O=C(COc1ccc(Br)cc1)NNC(=S)NC(=O)c1ccccc1[N+](=O)[O-],?,2%,?,8%,0%,18%,2%,-2,-0.5%,9,1%
CCN1CCN(C(=O)C2(NC(=O)Nc3ccccc3Cl)CCCCC2)CC1,3%,3%,0%,21%,-1%,0%,-3%,-1,-0.5%,0,0%
Cc1cccc(N(C(=O)c2nsc(Cl)c2Cl)C(C(=O)NC2CCCC2)c2ccc(O)cc2)c1C (centres undefined),?,-6%,4%,-5%,-1%,7%,3%,-2,-0.2%,2,1%
COc1ccccc1OCC(=O)Nc1cccc(N(C)S(C)(=O)=O)c1,-3%,2%,-19%,-16%,-7%,1%,0%,-16,-0.1%,0,-1%
COc1ccc(-c2cc([N+](=O)[O-])ccc2OCC(=O)N(C)CC(=O)Nc2ccc(C)cc2)cc1,21%,?,.,-41%,-7%,-1%,.,8,-0.4%,.,.
Cn1cnc([N+](=O)[O-])c1Oc1cccc(O)c1,?,4%,5%,-40%,-1%,-3%,-6%,-19,0.3%,2,0%
O=C(NC1CCCC1)NS(=O)(=O)c1ccccc1Cl,1%,4%,4%,6%,-2%,2%,-2%,-9,0.3%,1,1%
Cc1ccc(NC(=O)CN(C)C(=O)c2ccc(OCc3c(C)noc3C)cc2)cc1,-14%,.,.,3%,-9%,-3%,.,-29,-0.2%,.,.
COC(=O)c1cn(CCOc2ccc(C)cc2)c2ccccc12,-23%,-13%,10%,-21%,-7%,-4%,-4%,-11,-0.8%,3,2%
COc1ccc(-n2nc(C(=O)NCC(=O)N3CC(C)CC(C)C3)c3ccccc3c2=O)cc1 (centres undefined),20%,0%,-26%,-51%[inhibitor],-1%,0%,1%,-3,-0.1%,1,3%
Cc1c(OCc2nn[nH]n2)ccc2c3c(c(=O)oc12)CCC(C)C3 (centres undefined),0%,27%,0%,-8%,-19%,6%,-3%,7,0.2%,17,-3%
COc1ccc(NC(=O)CN(C)C(=O)/C=C/c2cn(-c3ccccc3)nc2-c2ccc(F)cc2)cc1,?,.,.,-20%,-1%,1%,.,-18,0.5%,.,.
O=Cc1ccccc1-n1cncn1,0%,1%,3%,-8%,1%,2%,-5%,7,-0.1%,-1,1%
CC(=O)NC(=S)Nc1cc(C(=O)O)ccc1Cl,4%,0%,-14%,-17%,-9%,-2%,-11%,-8,0.0%,2,1%
Cc1ccc(S(=O)(=O)N2CCOCC2)cc1NC(=O)CN1CCN(c2ccc(O)cc2)CC1,-2%,2%,5%,-40%,1%,-24%,-12%,12,-0.1%,-11,1%
Cc1cc(C)n(CC(O)COc2ccc(C(C)C)c(C)c2)n1 (centres undefined),-2%,-3%,-11%,-23%,-1%,0%,0%,-4,2.9%,4,-5%
CCOC(=O)c1c(CC(C)C)csc1NC=O,?,-7%,5%,-4%,-4%,1%,7%,3,-0.3%,1,0%
COc1ccccc1C(C)NCC(=O)Nc1c(F)cccc1F (centres undefined),?,-1%,-1%,10%,-6%,-1%,1%,32[activator],-0.2%,1,-1%
Cc1nnc2ccc(N3CCCCC3)nn12,-8%,1%,-29%,9%,0%,4%,.,-3,0.4%,1,0%
COc1ccc(CSCCN)cc1Cl,?,4%,23%,-9%,-5%,-29%,-4%,9,-0.5%,3,-6%
COc1ccc(/C(N)=N/OC(=O)CCC2CCCC2)cc1OC,?,-2%,2%,31%,-5%,2%,1%,?,6.1%,0,-5%
COc1ccc(N2CCN(Cc3nc4cc(Cl)ccc4c(=O)[nH]3)CC2)cc1,-2%,-5%,13%,-2%,0%,2%,0%,3,-0.2%,1,0%

# Ordered by value in a7 integrin act (highest first): three of the compounds above.
smiles	a7 integrin act
O=C(COC(=O)/C=C/c1ccco1)Nc1ccc(F)cc1Cl	-6%
O=Cc1ccccc1-n1cncn1	-8%
Cn1cnc([N+](=O)[O-])c1Oc1cccc(O)c1	-40%

# Structures above with a nitro group on carbon, in the order listed:
SMILES,Chronic BCR inh,ASM inhibitor,Menin-MLL TR inh,a7 integrin act,TSG101-PTAP inh,Tb PFK inh,PKM2 act,Giardia kill,B2AR arrestin,FBPA coupling cs,GALK inh
O=C(CNC(=O)c1cccc([N+](=O)[O-])c1)OCCCC(=O)c1ccc(F)cc1,-3%,-3%,.,-21%,-2%,1%,.,9,-0.2%,.,.
O=C(COc1ccc(Br)cc1)NNC(=S)NC(=O)c1ccccc1[N+](=O)[O-],?,2%,?,8%,0%,18%,2%,-2,-0.5%,9,1%
COc1ccc(-c2cc([N+](=O)[O-])ccc2OCC(=O)N(C)CC(=O)Nc2ccc(C)cc2)cc1,21%,?,.,-41%,-7%,-1%,.,8,-0.4%,.,.
Cn1cnc([N+](=O)[O-])c1Oc1cccc(O)c1,?,4%,5%,-40%,-1%,-3%,-6%,-19,0.3%,2,0%

# Later entries:
SMILES,Chronic BCR inh,ASM inhibitor,Menin-MLL TR inh,a7 integrin act,TSG101-PTAP inh,Tb PFK inh,PKM2 act,Giardia kill,B2AR arrestin,FBPA coupling cs,GALK inh
N#CCSCC(=O)Nc1ccccc1,-2%,5%,-30%,-4%,-1%,-14%,7%,14,-0.2%,-3,1%
O=C(COc1ncnc2ccc(Br)cc12)NC1CCCC1,3%,0%,.,-34%,-12%,0%,.,?,0.4%,.,.
COc1ccccc1/C=C/CN1CCCC(CO)(Cc2cccc(Cl)c2)C1 (centres undefined),?,-1%,?,-56%[inhibitor],-1%,-2%,-4%,30,3.0%,1,1%
Cc1csc(SC(C)C(=O)NCC(=O)Nc2ccc(F)c(F)c2F)n1 (centres undefined),3%,-2%,7%,-7%,-4%,-12%,5%,23,0.1%,-1,-1%

# From PubChem BioAssay
